FXIIa inh: blocks human coagulation factor XIIa protease activity | P00748 | purified FXIIa, Boc-QGR-AMC fluorogenic substrate, 2 h | inhibition, % at 5 µM | actives 0.3% (n = 220,000) | AID 800; in the data active = inhibition above about 40%;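 also: 0% = enzyme with no compound and 100% = blank without enzyme; many of its hits are not listed in these tables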
Target sequence (P00748 20-372 limits assumed): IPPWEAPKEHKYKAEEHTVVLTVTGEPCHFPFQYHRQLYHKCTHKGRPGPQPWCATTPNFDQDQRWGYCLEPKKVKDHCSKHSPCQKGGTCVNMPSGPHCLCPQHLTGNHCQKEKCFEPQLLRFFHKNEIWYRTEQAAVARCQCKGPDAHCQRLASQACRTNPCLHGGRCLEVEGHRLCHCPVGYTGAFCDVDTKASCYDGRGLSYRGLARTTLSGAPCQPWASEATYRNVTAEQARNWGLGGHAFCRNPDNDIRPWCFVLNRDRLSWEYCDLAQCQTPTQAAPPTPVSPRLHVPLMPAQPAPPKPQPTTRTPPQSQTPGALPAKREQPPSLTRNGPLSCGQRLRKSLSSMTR
Target sequence (P00748 373-615 limits assumed): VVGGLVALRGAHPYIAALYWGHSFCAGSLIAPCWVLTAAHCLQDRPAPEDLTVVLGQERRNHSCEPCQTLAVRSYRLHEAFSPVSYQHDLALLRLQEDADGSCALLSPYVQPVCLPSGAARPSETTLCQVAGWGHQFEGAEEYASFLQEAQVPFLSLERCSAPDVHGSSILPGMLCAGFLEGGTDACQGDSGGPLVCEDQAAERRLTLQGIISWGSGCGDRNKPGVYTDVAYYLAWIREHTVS
FXIa inh 1536: blocks human coagulation factor XIa protease activity. P03951. purified FXIa, Boc-Glu-Ala-Arg-AMC fluorogenic substrate. inhibition, % at 5 µM. actives 0.14% (n = 220,000);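 active = inhibition of at least 40%; inactive = inhibition below 40%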;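 also: fluorescence of freed AMC excited at 355 nm; 0% = enzyme without compound and 100% = no enzyme blank; many of its hits are not listed in these tables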
KLK5 inh: inhibitors of human kallikrein 5. Q9Y337. recombinant hK5, fluorogenic AMC substrate cleavage. inhibition, % at 5 µM. actives 0.59% (n = 210,000). AID 873;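 active = inhibition of 40% or more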;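 also: 0% = enzyme controls without compound and 100% = no-enzyme blanks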
Target sequence (Q9Y337 67-293 limits assumed): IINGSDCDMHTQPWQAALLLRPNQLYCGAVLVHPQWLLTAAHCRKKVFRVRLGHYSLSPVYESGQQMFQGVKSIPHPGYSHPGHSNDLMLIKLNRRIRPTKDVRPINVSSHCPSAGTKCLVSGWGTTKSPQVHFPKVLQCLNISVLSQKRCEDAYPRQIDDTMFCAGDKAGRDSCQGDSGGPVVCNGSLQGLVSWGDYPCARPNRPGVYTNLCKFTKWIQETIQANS
Hck Nef HTS: blocks Nef-activated human Hck kinase; Recombinant Hck-YEEI plus Nef, Z-Lyte FRET kinase assay; actives 0.68% (n = 220,000); AID 463187; inhibition, % at 20 µM; P08631;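 active = Hck-Nef kinase inhibition above about 50%, limit read from the data; inactive = inhibition below that limit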;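 also: 0% = DMSO with Hck plus Nef and 100% = Hck alone without Nef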
thrombin 1536: thrombin (human) inhibition; P00734; alpha-thrombin, Boc-VPR-AMC fluorogenic substrate cleavage; inhibition, % at 5 µM; actives 0.26% (n = 220,000); AID 1046;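 active = inhibition at or above 40%; inactive = inhibition below 40%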;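 also: 0% = enzyme with no compound and 100% = wells without enzyme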
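System: Human alpha-thrombin protein | Medium: pH 7.5 Tris (50 mM) with NaCl 150 mM, Tween 20 0.05% | Times: Enzyme reaction carried out at room temperature | Detection: AMC fluorescence, 355/460 nm | Evaluation: Percent inhibition scaled between no-compound controls and no-enzyme blanks | Benchmarks: Enzyme without compound as high, wells lacking enzyme as low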
Rad51 HR inh: Rad51 (human) homologous recombination inhibition; hRad51 DNA strand exchange, fluorescence dequenching; inhibition, % at 10 µM; actives 0.085% (n = 200,000); AID 1385;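 active = inhibition above 40% at the single screening dose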;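 also: 0% = DMSO control wells and 100% = blanks with heterologous ssDNA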
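material = hRad51 filaments on single-stranded DNA | timing = filaments 15 min 37 °C, then compound 30 min | signal = FRET fluorescence dequenching, excitation 485 nm, emission 520 nm | benchmarks = control wells and blank wells on each plate | evaluation = percent inhibition relative to plate controls and blanks | compound = 10 µM final, single point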
zVAD death inh: L929 zVAD cell death inhibition | viability rescue, % at 10 µM | AID 1377 | L929 zVAD necroptosis rescue, ATP luminescence, 24 h; with zVAD 60 µM | actives 0.38% (n = 220,000);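 active = activation, scaled between plate controls, above about 75%, limit read from the data; inactive = activation under that limit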;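 also: 0% = zVAD with DMSO and 100% = DMSO alone without zVAD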
TNF necrop inh: blocks TNF-alpha induced death of Jurkat FADD-/- cells; activation (protection from cell death), % at 10 µM; actives 0.068% (n = 220,000); Jurkat FADD-/- TNF necroptosis rescue, ATP luminescence, 24 h; 0 = TNF only, 100 = no-TNF cells;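 active = activation, meaning protection from cell death, of at least 50% relative to plate controls; inactive = activation below 50%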;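 also: necroptosis triggered by 40 ng/mL TNF-alpha added together with compound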
KCC2 mod: modulates chloride dependent transport by human KCC2 | KCC2 cells, thallium flux FluoZin-2 fluorescence | AID 1456 | actives 2.2% (n = 190,000) | B-score of Tl+ flux slope (higher = more flux/activation; lower = inhibition) at 10 µM | Q9H2X9;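 active = thallium flux slope and its plate-corrected score both differing from the plate sample mean at a set confidence after two filtering rounds, in either direction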;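 also: slope of fluorescence scaled to starting intensity during 10 to 20 s after thallium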
Starred values were filed as active, the others as inactive; nt = no result given. An excerpt; the hit share may differ from the screen's.

SMILES	FXIIa inh	FXIa inh 1536	KLK5 inh	Hck Nef HTS	thrombin 1536	Rad51 HR inh	zVAD death inh	TNF necrop inh	KCC2 mod
Cc1cc(C(=O)COC(=O)CNC(=O)c2ccc(Cl)c(Cl)c2)c(C)n1Cc1ccco1	12	4	-3	1	-5	-3	0.4	1.6	0.33
COc1ccc(N(CC(=O)NCc2ccccc2OC)S(=O)(=O)c2ccccc2[N+](=O)[O-])c(OC)c1	11	-2	5	22	-8	0	-1.1	0.4	-3.2
Cc1nn(-c2ccccc2)c(-c2ccccc2)c1C(=O)O	6	-5	-6	-1	-3	5	3.9	0.7	nt
O=C1c2cccc3cc(Br)cc(c23)C(=O)N1Nc1ccccc1	0	4	4	0	2	4	-0.4	-11	0.63
CCOC(=O)c1cc(-c2ccccc2)n(CC(=O)Nc2cccc(OC)c2)c1C	4	1	-16	4	-2	8	1.5	2.6	0.76
CCCCSc1nc2c(=O)[nH][nH]c(=O)c2n1Cc1ccccc1	11	7	-8	5	0	7	-0.6	-1.6	-0.28
Cc1ccc(Cn2nnc3c(=O)n(Cc4ccccc4C)cnc32)cc1	18	3	-3	0	3	-1	3.5	1.4	-0.84
CC(=O)Nc1cccc(Oc2cc(C#N)c(C#N)cc2N2CCCCCC2)c1	9	-3	-13	0	-10	-11	0.1	-2.1	-1.8
COC(=O)[C@@H]1CC[C@H](C)[C@@H](c2ccc(C)cc2)N1C(=O)c1ccc(/C=N/OC[C@@H](O)COCc2ccco2)cc1	6	-4	-6	-3	-5	nt	-1.2	-3.1	0.19
O=C1C2C3C=CC(CC3)C2C(=O)N1c1ccccc1[N+](=O)[O-] (stereo not drawn)	4	-2	-5	13	-10	-16	-1.6	-0.1	0.064
O=C(Nc1ccc(CN2CCCCC2)cc1)c1ccc(Br)o1	-7	2	6	0	-1	-5	23	-1.1	0.092
Cc1cc(-c2c(C)[nH]n(-c3ccc(Cl)cc3)c2=O)n[nH]1	4	-8	-61	0	-8	-5	0.0	-3.6	0.27
Clc1ccc(SCCOCCN2CCCCC2)cc1	20	8	-14	4	2	nt	-0.5	3.7	1
O=C(NCCCN=C1NS(=O)(=O)c2ccccc21)c1ccc(S(=O)(=O)N2CCOCC2)cc1	10	-2	-9	1	-3	-2	0.4	1.2	0.84
COc1cc(C)nc(Oc2ccc(/C=N/O)cc2)n1	-15	-10	-11	-11	-6	-6	2.3	0.3	-0.014
CN(C)c1cccc2c1C(=O)c1ccccc1C2=O	14	5	-8	16	-5	-23	0.3	-3.5	0.7
Cc1ccsc1/C=C/c1ccc2cccc(O)c2n1	9	2	-15	-2	3	-3	-0.4	-0.5	1.4
CC(C)=C1C2CCC1C1C(=O)N(NC(=O)COc3ccc(Cl)c(C)c3)C(=O)C21 (stereo not drawn)	12	2	-8	5	1	-1	0.8	-0.3	-0.42
Cc1cccc(NC(=O)CS(=O)(=O)c2cn(CC(=O)N3CCOCC3)c3ccccc23)c1	7	-4	2	-22	0	10	1.2	1.3	0.39
CC(C)C[C@H](NC(=O)Nc1ccc(S(N)(=O)=O)cc1)C(=O)O	-2	-19	-20	3	0	4	-0.1	1.5	1.1
Cc1ccc(C(=O)Nc2nnc(SCC(=O)N3CCCc4ccccc43)s2)cc1	8	10	-4	2	-1	7	-0.2	0.5	-0.56
COc1ccc2nccnc2c1[N+](=O)[O-]	9	4	3	7	2	0	0.3	-0.5	0.11
O=C(/C=C/c1ccco1)Nc1nnc(-c2ccco2)s1	0	-5	-2	17	-15	8	1.6	-4.7	0.88
N#Cc1cc(-c2ccccc2)nn1-c1ccccc1	12	6	-11	-1	6	3	0.4	-0.4	nt
CCN(CC)c1ccc2c(Nc3ccccc3)c(C=O)c(=O)oc2c1	4	2	0	20	-7	-12	-1.4	-0.5	0.083
Cc1ccccc1NC(=O)N1CCCC(c2nc(-c3ccc(C(C)C)cc3)no2)C1 (stereo not drawn)	9	7	-8	0	1	-5	1.1	-3.8	0.06
CCN1C(=O)c2ccccc2S(=O)c2ccc(C(=O)N3CCN(C(=O)c4ccco4)CC3)cc21 (stereo not drawn)	13	2	-13	-7	-3	6	0.8	1.2	-0.45
Cc1snc(SCC(=O)c2ccc(Cl)cc2)c1C#N	-1	1	4	1	-17	5	0.7	0.2	0.48
Cc1cc(C)n2c(nc3ccccc32)c1C(=O)NN	7	-3	4	3	0	18	-0.1	1.5	0.008
Cc1cccc(N2C(=O)c3cccc4c(N5CCCCC5)c([N+](=O)[O-])cc(c34)C2=O)c1C	14	7	-7	2	2	-2	-0.7	3.2	0.062
CCOC(=O)/C=c1\s/c(=C\c2ccc3cc(OC)ccc3c2)c(=O)n1CC(=O)NCc1ccc2c(c1)OCO2	2	-3	-9	1	-7	-234	0.9	0.0	-1.1
CCOc1ccccc1-n1c(CNc2ccc(F)cc2)nnc1SCC(=O)NCc1ccco1	10	7	-5	2	-3	-7	0.3	1.4	0.47
N#Cc1nc(-c2ccccc2F)oc1NCc1ccccc1	15	16	42*	1	14	-1	0.3	-0.4	0.014
CCCc1cc2c(OC(=O)CC)c(-c3ccc(C(=O)OCC)o3)c(=O)oc2cc1OC	-41	-19	-51	23	-19	-1	0.3	1.3	0.6
COc1ccc(NC(=O)CSc2nccn2-c2cccc(OC)c2)cc1	12	3	2	1	-4	2	0.3	0.6	0.096
Cc1cccn2c(CN(C)C3CCCc4ccccc43)c(C(=O)N3CCOCC3)nc12 (stereo not drawn)	7	2	2	28	-2	1	-2.8	-0.6	-1.7
COc1ccc(Cl)cc1NC(=O)Cn1c(NCCO)nc2ccccc21	2	-3	-5	16	-5	2	2.8	0.7	0.86
Cc1cc(C(=O)Nc2sc3c(c2C#N)CCC(C)C3)cs1 (stereo not drawn)	13	0	-21	1	1	-1	0.0	-1.6	-1.2
Cc1ccc(OCC(=O)Nc2ccc(-c3nc4ncccc4o3)cc2)cc1	-12	0	-24	0	0	-7	0.3	-1.3	-0.016
C/C(=N\S(=O)(=O)c1ccc(C)cc1)NC(=S)Nc1ccccc1	0	-1	-17	6	3	8	1.4	-0.2	2.1

Some of the entries above, reformatted.
Sequence of screens – FXIIa inh | FXIa inh 1536 | KLK5 inh | Hck Nef HTS | thrombin 1536 | Rad51 HR inh | zVAD death inh | TNF necrop inh | KCC2 mod
- CC(C)C[C@H](NC(=O)Nc1ccc(S(N)(=O)=O)cc1)C(=O)O
→ -2 | -19 | -20 | 3 | 0 | 4 | -0.1 | 1.5 | 1.1
- Cc1ccc(C(=O)Nc2nnc(SCC(=O)N3CCCc4ccccc43)s2)cc1
→ 8 | 10 | -4 | 2 | -1 | 7 | -0.2 | 0.5 | -0.56

(cont.)
SMILES	FXIIa inh	FXIa inh 1536	KLK5 inh	Hck Nef HTS	thrombin 1536	Rad51 HR inh	zVAD death inh	TNF necrop inh	KCC2 mod
CC(C)c1nc2ccccc2n1CCC(=O)O	11	3	5	0	0	-1	0.3	-0.7	nt
COc1ccccc1NC(=O)c1nn(-c2ccccc2)ccc1=O	21	16	-20	0	-7	-5	1.3	-5.3	nt
C[C@@H]1CN(C(=O)c2nc3ccc(Cl)cn3c2CN[C@H]2CCCCNC2=O)C[C@H](C)O1	11	-1	2	21	-13	7	0.9	0.0	nt
Cc1ccc(S(=O)(=O)NCCC(=O)NCc2ccco2)cc1	14	6	-6	7	-2	nt	nt	5.0	0.32
OC1CCN(c2ncnc3c2nnn3Cc2c(F)cccc2Cl)CC1	11	1	27	-4	4	nt	2.6	1.1	-1.6
O=C(CCCn1c(=O)[nH]c2cc(Cl)ccc2c1=O)NCC1CCCO1 (stereo not drawn)	-1	-1	10	-8	-6	nt	-0.4	1.5	8.6*
CCOC(=O)Cn1c(CN(Cc2ccccc2)Cc2ccccc2)nc2c1c(=O)n(C)c(=O)n2C	3	-7	-12	0	-3	5	-0.4	-2.3	-1.3
Cc1ccc(N2C(=O)C3C4C=CC(C4)C3C2=O)cc1C (stereo not drawn)	18	6	-7	2	2	4	0.0	4.8	0.54
Cc1ccc(CN2CCN(/N=C/c3ccc(C(=O)O)cc3)CC2)c(C)c1	-1	-5	-9	-17	0	-24	1.0	-0.9	0.8
O=C(CSc1nnc(Cc2ccccc2)n1-c1ccccc1)NNC(=O)Cc1ccccc1	-4	-5	2	1	0	0	0.4	-0.9	nt
Cc1onc(-c2ccccc2)c1C(=O)Nc1ccc(Cl)cn1	7	-3	1	18	-1	6	1.2	1.5	-0.91
CN(Cc1ccncc1)C1CC(=O)N(c2ccc(Cl)cc2)C1=O (stereo not drawn)	20	10	-9	1	3	-7	0.2	-2.4	-1.4
O=C(N/N=C/C=C/c1cccc([N+](=O)[O-])c1)C(O)c1ccccc1 (stereo not drawn)	7	-1	4	25	-7	-1	-1.0	0.5	-0.051
CCc1nc2ccccc2c(C(=O)OCC(=O)NC(=O)c2cccn2C)c1C	-2	-5	-5	-4	-12	nt	0.7	-0.7	-0.69
O=S(=O)(c1ccc(Cl)cc1)c1ccccn1	4	8	-8	1	0	18	1.4	0.4	nt
N/C(=N\O)c1ccc(NC(=O)c2cccs2)cc1	13	3	-17	-13	5	1	1.6	-3.8	0.71
CCN(CC)C(NC(=O)Cc1ccccc1)C(Cl)(Cl)Cl (stereo not drawn)	0	-9	-8	-2	-7	-9	-0.3	-1.9	nt
Cc1cccc2cc(CNC3CCCC3)c(Cl)nc12	8	-6	2	15	-12	5	7.5	2.2	1
O=C(COc1nc2ccccc2nc1N1CCOCC1)N1CCc2ccccc21	3	1	-12	1	2	-3	0.7	-2.8	nt
O=C(NCCCCc1ccccc1)C1CC(c2cccc(F)c2)=NO1 (stereo not drawn)	1	-2	-2	26	-9	-2	-0.1	2.9	-2.7*
CCCN1CN(c2ccccc2)C(=S)N(c2ccccc2)C1	3	0	-1	6	0	15	1.0	0.4	0.69
CCc1c(C)[nH]n(CCC#N)c1=O	15	5	-13	-1	4	2	-0.5	-1.2	0.029
O=C(C1=C[C@@H](c2ccc(C(F)(F)F)cc2)C[C@@H](OCc2ccc(CO)cc2)O1)N1CCN(Cc2ccccc2)CC1	14	3	5	12	1	-6	-0.1	-0.8	1.3
CN(c1ccc(C(=O)Nc2ccc3c(c2)OCCO3)cc1)S(C)(=O)=O	13	5	4	4	0	nt	0.3	-1.8	-0.62
COC(=O)c1c(NC(NC(=O)CC(C)C)C(Cl)(Cl)Cl)sc2c1CCC2 (stereo not drawn)	10	-1	-2	8	0	-6	0.7	2.0	1.2
CN(C)CCNC(=O)c1ccc(Cl)s1	10	-4	-30	-1	-6	-5	-0.2	-0.2	7.3*
Oc1ccccc1/C=N/Nc1ncc(Br)cn1	9	8	-41	5	-8	-1	72	15	0.72
CN(c1ccccc1)S(=O)(=O)c1ccc(C(=O)OCC(=O)NCc2cccs2)cc1	11	-5	-1	19	1	4	0.2	-4.1	-0.034
COC(=O)COc1cccc2c(=O)n(CC(=O)N3CCCc4ccccc43)ccc12	2	0	-19	1	-6	-1	0.0	-0.7	nt
CC1CCN(C(=O)C2CCC(CNc3c(N4CCCCC4)c(=O)c3=O)CC2)CC1 (stereo not drawn)	2	-2	4	25	-3	-14	0.3	0.6	-0.88
NCc1ccccc1COc1ccccc1	10	6	-6	2	-2	-1	0.4	2.1	0.0095

Screening data from PubChem.
